Screening results: PubChem BioAssay, Broad Institute
Casp6 inh – blocks human caspase-6 cleavage activity. P55212. purified caspase-6, Z-VEID-R110 cleavage fluorescence. inhibition, % at 12.5 µM. 350,000 compounds, 0.53% hits. AID 686996;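 active = mean inhibition across replicates at least about 35%, with every replicate also reaching that limit, limit read from the data; inconclusive = only one of the two criteria met; inactive = neither criterion met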;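 note: 0% = median of neutral control wells and 100% = no fluorescence left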
esBAF inh – blocks esBAF chromatin remodeling in mouse ES cells; 350,000 compounds, 2% hits; AID 602393; reporter increase, % at 12.5 µM; Bmi1-luciferase knock-in reporter, 24 h; 100% = twice the neutral-well signal; in the data active = activation above about 40%; inconclusive = no clear call, values can overlap the other calls;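 note: 0% = median of the plate's neutral control wells and 100% = double that signal; a rise in the Bmi1 reporter signal indicates esBAF inhibition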
RAD54 branch – RAD54 (human) branch migration inhibition. 360,000 compounds, 0.14% hits. RAD54 Holliday junction branch migration, FAM/BHQ fluorescence. inhibition, % at 10.4 µM. AID 602329;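 active = mean normalized replicate activity at least 40 and at least half of replicates scoring 40 or more; inconclusive = only one of the two criteria met; inactive = mean below 40 and under half of replicates reaching 40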;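 note: 0% = median of neutral control wells and 100% = median of positive control wells; inhibitors cause a drop in the FAM fluorescence signal; in these data hits start at about 50%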
ARNT TACC3 PPI – disruptors of human ARNT/TACC3 interaction. Q9Y6A5. AlphaScreen His-ARNT PAS-B/GST-TACC3 binding, luminescence; TACC3 fragment carries E629A point mutation. inhibition, % at 9.99 µM. 390,000 compounds, 0.66% hits. AID 623870;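 active = mean inhibition of replicates at least 50% and at least half of replicates each reaching 50%; inconclusive = half or more replicates reach 50% but mean below 50%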;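 note: 0% = complete ARNT plus TACC3 wells and 100% = ARNT alone without TACC3; many hits fall short of the cut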
ERp5 block – inhibitors of human ERp5 | ERp5 insulin aggregation, absorbance 650 nm, 90 min | Q15084 | 350,000 compounds, 0.05% hits | inhibition, % at 9.99 µM;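 active = mean replicate inhibition above about 25%, with every replicate also reaching it, limit read from the data, passing the limit was not always enough; inconclusive = only one of those two criteria met; inactive = neither criterion met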
E-selectin induc – induces E-selectin expression in human endothelial cells | P16581 | HUVEC E-selectin immunofluorescence imaging; normalized: neutral wells 0, TNF-alpha wells 100 | activation, % at 7.58 µM | 260,000 compounds, 0.37% hits | AID 686992;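 active = mean E-selectin-positive cell signal at least 10% of the positive control, reached in at least 60% of replicates, without over 20% cell loss; inconclusive = no rule given, readout overlaps actives, possibly toxicity-flagged; inactive = the rest, including those meeting only one limit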;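 note: in these data hits start at about 27%; measured in HUVEC primary endothelial cells; signal is the percent of cells scored E-selectin positive by PE staining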
Target sequence (P16581 whole entry, looked up): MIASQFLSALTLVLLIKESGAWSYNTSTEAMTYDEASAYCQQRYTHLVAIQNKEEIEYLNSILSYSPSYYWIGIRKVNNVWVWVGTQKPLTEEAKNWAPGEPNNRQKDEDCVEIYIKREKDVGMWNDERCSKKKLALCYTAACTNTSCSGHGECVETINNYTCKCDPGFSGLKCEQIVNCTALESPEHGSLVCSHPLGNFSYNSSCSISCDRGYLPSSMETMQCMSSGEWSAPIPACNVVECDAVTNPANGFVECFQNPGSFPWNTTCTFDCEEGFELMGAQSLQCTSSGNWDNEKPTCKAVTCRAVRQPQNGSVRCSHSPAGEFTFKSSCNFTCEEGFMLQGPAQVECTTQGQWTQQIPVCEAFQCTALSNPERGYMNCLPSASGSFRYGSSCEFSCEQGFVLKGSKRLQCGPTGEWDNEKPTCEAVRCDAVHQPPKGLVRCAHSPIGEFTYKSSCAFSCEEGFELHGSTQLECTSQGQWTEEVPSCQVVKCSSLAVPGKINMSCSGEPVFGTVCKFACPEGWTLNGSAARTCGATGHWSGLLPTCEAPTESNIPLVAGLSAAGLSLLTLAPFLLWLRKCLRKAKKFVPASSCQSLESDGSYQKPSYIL
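Assay system: HUVEC primary endothelial cells. Input: 3,000 HUVEC seeded per well. Doses: one compound dose added by pin transfer. Read-out basis: % PE-positive cells. Benchmarks: TNF-alpha high, DMSO low. Detection: immunofluorescence imaging. Buffer or medium: EGM-2, gelatin.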
RAD52 inh – RAD52 (human) annealing inhibition; 360,000 compounds, 0.46% hits; recombinant RAD52 DNA annealing, FRET fluorescence; inhibition, % at 18.7 µM; P43351;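 active = every replicate showing at least 50% inhibition; inconclusive = mean inhibition at least 50% but not in every replicate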
Target sequence (P43351 whole entry, looked up): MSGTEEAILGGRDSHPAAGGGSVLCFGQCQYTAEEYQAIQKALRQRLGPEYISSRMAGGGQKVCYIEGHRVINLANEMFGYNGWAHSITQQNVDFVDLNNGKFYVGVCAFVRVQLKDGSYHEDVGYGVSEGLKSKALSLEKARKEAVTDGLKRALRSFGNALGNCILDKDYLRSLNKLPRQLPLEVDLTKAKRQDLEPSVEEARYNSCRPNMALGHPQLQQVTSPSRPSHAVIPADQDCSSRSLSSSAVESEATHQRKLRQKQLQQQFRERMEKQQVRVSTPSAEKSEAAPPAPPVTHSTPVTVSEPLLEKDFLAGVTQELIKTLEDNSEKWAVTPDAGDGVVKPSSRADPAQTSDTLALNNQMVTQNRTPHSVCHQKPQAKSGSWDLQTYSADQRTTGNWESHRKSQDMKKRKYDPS
PglD inh – inhibitors of Campylobacter jejuni PglD acetyltransferase; purified PglD enzyme, DTNB colorimetric CoA detection; inhibition, % at 12.5 µM; 360,000 compounds, 0.098% hits; AID 602405; in the data active = inhibition above about 16%, passing the limit was not always enough; inconclusive = no clear call, values can overlap the other calls; note: strong numbers were not always called active
Numbers without * were called inactive; u = inconclusive; x = not tested or not shown.

SMILES	Casp6 inh	esBAF inh	RAD54 branch	ARNT TACC3 PPI	ERp5 block	E-selectin induc	RAD52 inh	PglD inh
COCCn1nnnc1C(c1ccccc1OC)N1CCN(c2ccccc2F)CC1 (stereo not given)	x	-4	-1	19	x	x	x	-8
C/C(=N/NC(=O)CNC(=O)c1cccs1)c1ccco1	0	x	x	-5	1	3.3	-6	x
CCOc1ccccc1N1CCN(CC(=O)c2c(N)n(C)c(=O)n(C)c2=O)CC1	0	x	x	3	-4	x	-16	x
CCOC(=O)c1c(NC(=O)COC(=O)c2ccc(Cl)nc2)sc(C(=O)N(C)C)c1C	0	3	-2	-5	-1	-2.5	-53	-2
Cc1ccc(C(=O)Nc2nc(-c3ccco3)c(-c3ccco3)s2)o1	11	7	-16	7	3	x	-11	1
Cc1cnc(C(=O)Nc2ccc(S(=O)(=O)NCC(C)C)cc2)cn1	2	x	x	-32	0	1.1	0	x
CCN(CC)C(=O)C1=C(C)N(Cc2ccc(OC)cc2)C(=O)C(CC(=O)NC2CCCCC2)C1 (stereo not given)	2	-3	0	x	1	-0.1	-5	1
Cc1cc(N2CCCC2)nc2ccccc12	-1	x	x	2	-3	0.2	-11	x
COc1ccc(C2C(C#N)=C(N)Oc3n[nH]c(C)c32)cc1CSc1ccccn1 (stereo not given)	x	-8	-6	-4	x	x	x	2
Cc1ccc(S(=O)(=O)n2nc(C)c(S(=O)(=O)N3CCOCC3)c2C)cc1	3	-2	-24	-4	-4	0.4	-10	0
COc1ccc(C(=O)OCC(=O)N(C)C2CCS(=O)(=O)C2)cc1S(=O)(=O)N1CCCc2ccccc21 (stereo not given)	-2	x	x	-3	-8	x	-49	x
CCCCc1c(-c2ccccc2OC)ncn1Cc1ccccc1C	5	x	x	x	3	0.5	-2	x
O=C(C[C@@H]1CC[C@@H]2[C@H](COC[C@H](O)CN2S(=O)(=O)c2cccc(F)c2)O1)NC1CCC1	1	-7	-8	-8	-7	0.1	4	1
O=C1COc2ccc(C(=O)CSc3nnc(Cc4cccs4)n3-c3ccccc3)cc2N1	x	3	7	-3	x	x	x	-1
FC(F)(F)c1cc(Cl)c2nc(-c3ccccc3)cn2c1	x	34	-3	3	x	x	x	12
O=C(NCC1COc2ccccc2O1)c1cc(S(=O)(=O)N2CCOCC2)c(Cl)cc1Cl (stereo not given)	-3	-8	1	x	14	-0.7	-19	1
COCC(=O)Nc1ccc2c(c1)OC[C@@H](C)N(CCc1ccccc1)C[C@@H](C)[C@@H](OC)CN(C)C2=O	-3	-3	-6	-1	2	0.0	-5	0
O=C(C(=O)N1CCN(C(=O)c2ccco2)CC1)c1c[nH]c2ccccc12	9	x	x	-3	0	0.8	-10	x
CCCCNC(=O)CCn1c(=S)[nH]c2cc3c(cc2c1=O)OCO3	x	-6	-9	-6	x	x	x	-6
Cc1ccc(-c2cnc3c(c2)C(=O)N([C@H](C)CO)C[C@@H](C)[C@H](CN(C)C(=O)Cc2cccnc2)O3)cc1	1	0	6	4	-3	0.7	24	-1
O=c1[nH]c2ccc(S(=O)(=O)N3CCCC3)cc2[nH]1	-1	-1	5	5	3	0.0	-11	0
CCC1CCCCN1C1Sc2ccc(C(=O)OC)cc2NC1=O (stereo not given)	x	9	-3	-2	x	x	x	4
CC(O)(Cc1ccccn1)Cc1ccccn1	1	-3	-6	-7	-3	-0.1	-15	0
COC(=O)c1[nH]c2ccccc2c1NC(=O)C(C)N1CCN(C(=O)c2ccco2)CC1 (stereo not given)	x	-2	1	6	x	x	x	2
CCCCN1C(=S)SC(C)(C)C1/[N+]([O-])=C/c1ccc(S(=O)(=O)NC)cc1 (stereo not given)	11	-2	-3	3	2	0.9	-5	-1
CCOc1ccc(Cl)cc1-c1cc(C(=O)NC(C)C)[nH]n1	2	4	-1	x	-3	0.3	-18	2
CN=C1SC(CC(=O)Nc2c(C)cccc2C)C(=O)N1/N=C/c1cccs1 (stereo not given)	2	x	x	-5	4	x	-10	x
O=C(CSc1ncn[nH]1)N1N=C(c2ccc(Cl)cc2)CC1c1ccco1 (stereo not given)	1	x	x	-17	-1	-7.1	-33	x
CCN(C[C@@H]1[C@@H](c2ccccc2)[C@@H](CO)N1S(C)(=O)=O)C(=O)C1CC1	1	2	-1	-9	-5	-0.6	-13	0
O=C(C[C@@H]1C[C@@H]2c3cc(NC(=O)Nc4ccccc4F)ccc3O[C@@H]2[C@@H](CO)O1)NCc1ccc(Oc2ccccc2)cc1	-2	3	-2	7	7	1.3	-19	0
COc1ccc(S(=O)(=O)Nc2ccc3c(c2)OC[C@@H](C)N(Cc2cc(F)ccc2F)C[C@@H](C)[C@H](OC)CN(C)C3=O)cc1	0	3	-21	-7	-5	-0.4	-12	-1
Cc1ccc(N/C=C/C(=O)c2ccco2)c(O)c1	-5	u	x	-38	0	x	-15	x
Cc1cccc(N2CCN(C(=O)c3cccc(N4C(=O)C5C6C=CC(C6)C5C4=O)c3)CC2)c1C (stereo not given)	3	-1	0	1	5	x	-16	1
CC(=O)Nc1cccc(/C(C)=N/NS(=O)(=O)c2ccccc2)c1	2	x	-2	x	0	x	-4	-2
CC(C)C(=O)Nc1ccc2c(c1)C(=O)N(C)[C@@H]1CC[C@H](CC(=O)Nc3ccccc3)O[C@@H]1CO2	-6	1	-7	1	-1	0.0	3	5
N/C(=N\OC(=O)c1cccc2ccccc12)c1ccncc1	0	-17	x	3	1	3.2	-2	x
CC1=C(C(=O)O)N2C(=O)C(NC(=O)c3ccc(F)cc3)C2SC1 (stereo not given)	2	-9	-3	3	9	x	3	-2
CCC(=O)N1CCN(c2ccc(NC(=O)c3ccc(C#N)cc3F)cc2Cl)CC1	-1	4	x	-2	8	-0.1	-13	x
COc1ccc(Cl)cc1NS(=O)(=O)c1cccc(C(=O)NC2CCN(Cc3ccccc3)CC2)c1	-4	0	10	1	-1	-0.8	-18	-2
Cc1c(NC(=O)C(C)OC(=O)c2ccc(Br)o2)c(=O)n(-c2ccccc2)n1C (stereo not given)	-2	x	x	-6	1	x	-12	x
CCC(c1nnc(SCC(=O)N2CC3(C)CC2CC(C)(C)C3)o1)N(C)C (stereo not given)	x	-1	-2	2	x	x	x	1
C[C@@H]1CN([C@@H](C)CO)C(=O)c2cc(NS(=O)(=O)c3ccc(Cl)cc3)ccc2O[C@@H]1CN(C)C(=O)Nc1ccc(F)cc1	2	3	4	-1	2	1.6	28	-2
CC(=O)n1c2ccccc2c2c1c1ccccc1n2C	x	-7	-7	-8	x	x	x	2
O=C(c1ccc2ccccc2c1)C1CCCN(C(=O)CN2C(=O)CSC2=O)C1 (stereo not given)	0	x	x	-7	4	x	-15	x
COc1ccccc1CNC(=O)C1CCCN(c2cnccn2)C1 (stereo not given)	-4	-10	-3	-9	5	x	-17	0
Fc1ccccc1Nc1ncnc2c1nnn2Cc1ccccc1	-3	9	5	-16	2	x	-7	-9
CO[C@@H]1CN(C)C(=O)c2cc(NC(=O)C3CC3)ccc2OC[C@H](C)N(Cc2cccc(F)c2)C[C@@H]1C	-1	2	4	-5	-9	-0.3	-5	3
Cc1ccc(C)c(NC(=O)C2CCCN(S(=O)(=O)c3c(C)noc3/C=C/N(C)C)C2)c1 (stereo not given)	6	3	-1	17	-5	x	-90	0
COc1ccc(-c2cc(-c3ccccc3)n[nH]2)c(O)c1	2	83*	4	2	4	x	-5	-5
COc1ccc(S(=O)(=O)Cc2ccc(C(=O)NCc3ccco3)o2)cc1	3	-1	-6	-2	-3	-0.1	-16	-4

One compound at a time (already shown):
Record of CCC(c1nnc(SCC(=O)N2CC3(C)CC2CC(C)(C)C3)o1)N(C)C (stereo not given) : Casp6 inh: x; esBAF inh: -1; RAD54 branch: -2; ARNT TACC3 PPI: 2; ERp5 block: x; E-selectin induc: x; RAD52 inh: x; PglD inh: 1
Record of CO[C@@H]1CN(C)C(=O)c2cc(NC(=O)C3CC3)ccc2OC[C@H](C)N(Cc2cccc(F)c2)C[C@@H]1C : Casp6 inh: -1; esBAF inh: 2; RAD54 branch: 4; ARNT TACC3 PPI: -5; ERp5 block: -9; E-selectin induc: -0.3; RAD52 inh: -5; PglD inh: 3

Other structures.
SMILES	Casp6 inh	esBAF inh	RAD54 branch	ARNT TACC3 PPI	ERp5 block	E-selectin induc	RAD52 inh	PglD inh
CN(C)c1ccc2c(c1)[C@@H]1C[C@@H](CC(=O)NCc3ccc(Cl)cc3)O[C@H](CO)[C@@H]1O2	-3	3	-7	7	-4	2.8	-13	-3
O=C(Nc1cccc(OC(F)(F)F)c1)[C@@H]1O[C@H](CO)[C@H](O)[C@H](O)[C@H]1O	-1	-7	-4	x	-1	0.0	-13	-5
C[C@@H]1CCCCO[C@H](CN(C)CC2CCCCC2)[C@H](C)CN([C@H](C)CO)C(=O)c2cc(NC(=O)Nc3ccc4c(c3)OCO4)ccc2O1	3	2	0	29	-8	0.0	14	5
Cc1cc(NC(=O)CNC(=O)C2CCCCC2)no1	5	1	-3	-9	-2	x	-13	-1
CN(C)S(=O)(=O)c1ccc2oc(SCC(=O)c3c(N)n(C4CC4)c(=O)[nH]c3=O)nc2c1	-2	0	2	-18	-15	x	-9	0
C[C@H](NC(=O)C[C@@H]1C=C[C@@H](NC(=O)c2cccnc2)[C@H](CO)O1)c1ccccc1	0	1	2	-2	3	-0.1	7	1
CCc1nc2sc3ccccc3c(=O)c2c(=O)n1Cc1ccc(OC)cc1	1	x	9	-2	0	0.0	-8	-7
Cc1cccc(C)c1-n1nnnc1C1(C)CCC(=O)N1C1CCN(Cc2ccccc2)CC1 (stereo not given)	0	x	x	x	-3	-0.2	-2	x
Cc1ccccc1OCc1occc1C(=O)Nc1cccc(-n2cnnn2)c1	1	1	2	0	2	x	-51	-6
COC(=O)Cn1c(=O)c2c(nc3n2CC(C)CN3CCc2ccccc2)n(C)c1=O (stereo not given)	1	-3	-4	8	6	-0.1	1	2
Cc1cccc(OCC(=O)NNC(=O)CCCCC(=O)NNC(=O)COc2cccc(C)c2)c1	0	-5	-9	-2	1	x	-8	0
COc1ccc(CNC(=O)CCc2nc(-c3ccccc3F)no2)c(OC)c1	x	-1	3	0	x	x	x	-6
O=C1c2ccccc2C(=O)N1CCCOc1ccccc1	x	u	2	-9	x	x	x	5
C=C(C)COc1ccc(-c2[nH]ncc2-c2ccc(OC)cc2)c(O)c1	3	x	x	2	-2	x	1	x
Cc1ccc(-n2ncc3c2CCCC3NC(=O)CCc2cnccn2)cc1C (stereo not given)	3	6	7	-5	-4	-0.6	-6	-1
CCC(=O)Nc1ccc2c(c1)C(=O)N(C)C[C@H](OC)[C@@H](C)CN(C(=O)NC(C)C)[C@@H](C)CO2	0	-2	6	-3	9	0.1	-7	0
CCN(c1ccccc1)S(=O)(=O)c1cccc(C(=O)Nc2cccc(C)n2)c1	0	1	-1	x	0	-0.2	-17	-6
C[C@@H]1CN([C@@H](C)CO)C(=O)c2cc(-c3ccccc3)cnc2O[C@@H]1CN(C)C(=O)c1ccccn1	1	0	2	25	4	-0.1	-3	0
O=S(=O)(c1ccc2c(c1)OCCO2)N1CCC(n2nnc3cc(C(F)(F)F)ccc32)CC1	x	-6	-11	-13	x	x	x	6
Cc1nc(N2CCN(C(=O)c3cnccn3)CC2)c2c3c(sc2n1)CC(C(C)(C)C)CC3 (stereo not given)	-1	1	-7	-13	0	-0.1	7	-5
